High-throughput results as filed in PubChem.
tim10-1 inh: tim10-1 yeast growth inhibition; inhibition, % at 20 µM; 330,000 compounds, 2.2% hits; S. cerevisiae tim10-1 ts strain growth, BacTiter-Glo, 24 h;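 active means inhibition of at least 40%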;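 further: mutant grown at 25 °C; 0% = DMSO wells with yeast and 100% = wells holding no yeast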
mIAP act: increases mouse intestinal alkaline phosphatase activity | muIAP, CDP-Star luminescence, 30 min; active compounds read high; 1 = vehicle-only enzyme signal, 0 = enzyme-free wells | activation factor at 10 µM | 330,000 compounds, 0.24% hits;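 active means activation factor of at least 2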; further: the source names both 10 and 20 µM as test concentration; values of inactives mirror those of a sister screen read the other way
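Assay system: mouse IAP enzyme / Compound: DMSO-dissolved test compounds / Timing: 30 min, room temperature / Measured by: luminescence from enzymatic CDP-Star hydrolysis / Control set: DMSO-only wells, enzyme-free buffer wells as negative control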
NALP3 yeast inh: NALP3 inhibition in yeast. Yeast reconstituted NLRP3/ASC/caspase-1, beta-gal luminescence, 24 h. inhibition, % at 10 µM. 330,000 compounds, 0.39% hits;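 active means inhibition of 50% or more; inactive means inhibition below 50%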;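 further: plate controls were induced DMSO wells for no effect and uninduced yeast grown without galactose for full effect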
hIAP act: increases human intestinal alkaline phosphatase activity; purified human IAP, CDP-Star luminescence, 30 min; active compounds read high; 1 = vehicle-only enzyme, 0 = enzyme-free background; 330,000 compounds, 0.16% hits; activation factor at 10 µM; AID 2524; P09923;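 active means activation factor of the enzyme at least 2-fold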; further: the source names both 10 and 20 µM as test concentration; values of inactives mirror those of a sister screen read the other way
Target sequence (P09923 whole entry, looked up): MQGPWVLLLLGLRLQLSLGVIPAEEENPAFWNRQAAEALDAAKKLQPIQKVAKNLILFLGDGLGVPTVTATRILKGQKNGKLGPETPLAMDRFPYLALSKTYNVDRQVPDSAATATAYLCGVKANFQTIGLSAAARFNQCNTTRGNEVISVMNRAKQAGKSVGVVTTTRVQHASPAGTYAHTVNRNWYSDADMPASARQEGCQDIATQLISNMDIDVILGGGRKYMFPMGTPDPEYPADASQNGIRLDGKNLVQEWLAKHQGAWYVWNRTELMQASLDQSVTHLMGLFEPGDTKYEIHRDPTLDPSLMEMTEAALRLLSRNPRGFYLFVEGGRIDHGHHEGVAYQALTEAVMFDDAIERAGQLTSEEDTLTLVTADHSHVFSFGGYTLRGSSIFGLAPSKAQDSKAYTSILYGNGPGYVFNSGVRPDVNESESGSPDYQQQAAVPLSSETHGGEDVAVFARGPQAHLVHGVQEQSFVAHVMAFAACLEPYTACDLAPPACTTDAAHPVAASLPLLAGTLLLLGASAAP
mIAP inh: blocks mouse intestinal alkaline phosphatase | 330,000 compounds, 0.2% hits | inhibition, % at 10 µM | purified mouse IAP, CDP-Star luminescence, 30 min;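 active means inhibition of at least 40% at 10 µM in the primary screen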;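 further: plate controls were DMSO with enzyme for no effect and no enzyme wells for full effect; values of inactives mirror those of a sister screen read the other way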
Apaf1 inhib: blocks human Apaf-1 apoptosome activity | O14727 | reconstituted apoptosome caspase-3 activity, DEVD-Rh110 fluorescence | inhibition, % at 20 µM | 330,000 compounds, 0.71% hits | AID 489030; active means inhibition of at least 40% at 20 µM;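 further: plate controls were DMSO wells for no effect and DEVD-CHO caspase inhibitor wells for full effect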
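Material: cell-free apoptosome with Apaf-1, procaspase-3 and caspase-9; Buffer or medium: Hepes pH 7.5 with detergent and BSA; Reagent: cytochrome c trigger plus (Z-DEVD)2-Rh110 caspase-3 substrate; Times: compound with Apaf-1, dATP, procaspase-3 30 min, then 50 min reaction, room temperature; Technique: Rh110 fluorescence intensity.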
ATG4B inh: inhibitors of human ATG4B cysteine protease; inhibition, % at 8.33 µM; Q9Y4P1; AID 504462; 340,000 compounds, 0.51% hits; ATG4B cleavage of LC3-PLA2, NBD-HPC fluorescence, 1 h; in the data active means inhibition above about 40%
Target sequence (Q9Y4P1 whole entry, looked up): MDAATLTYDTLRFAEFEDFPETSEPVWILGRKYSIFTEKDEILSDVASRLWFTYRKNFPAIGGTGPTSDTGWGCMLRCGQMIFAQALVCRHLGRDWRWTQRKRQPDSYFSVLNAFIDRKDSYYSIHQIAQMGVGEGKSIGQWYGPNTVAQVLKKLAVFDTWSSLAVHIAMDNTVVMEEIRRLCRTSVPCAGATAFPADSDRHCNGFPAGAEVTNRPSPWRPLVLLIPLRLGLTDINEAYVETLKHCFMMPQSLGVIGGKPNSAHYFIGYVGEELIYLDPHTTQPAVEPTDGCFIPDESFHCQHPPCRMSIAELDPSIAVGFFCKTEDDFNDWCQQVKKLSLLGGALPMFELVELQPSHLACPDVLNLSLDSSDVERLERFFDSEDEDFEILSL
TIM10 inh: inhibits growth of TIM10 yeast strain | S. cerevisiae TIM10 strain growth, BacTiter-Glo luminescence, 24 h | inhibition, % at 10 µM | 330,000 compounds, 1.4% hits;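 active means inhibition of 40% or more at the single tested concentration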;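 further: wild-type TIM10 isogenic control strain grown at permissive 25 °C; 0% = DMSO yeast wells and 100% = minimal medium wells without yeast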
hIAP block: human IAP inhibition. inhibition, % at 10 µM. purified IAP, CDP-Star luminescence, 30 min. 330,000 compounds, 0.12% hits;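 active means inhibition reaching a set limit with compound at 10 µM in the primary screen, cut at about 35% in these data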;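 further: plate controls were DMSO wells with enzyme for no effect and no-enzyme buffer wells for full effect; values of inactives mirror those of a sister screen read the other way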
* = called active by the depositor; · = no result given.

#1 CCOc1cc(CNCCO)cc(Br)c1OCc1ccc(Cl)cc1
#2 CCCC1(c2ccccc2)NC(=O)N(CC(=O)Nc2cc(OC)cc(OC)c2)C1=O (centres undefined)
#3 Cc1nn(CC(=O)NNC(=S)Nc2ccccc2)c(C)c1[N+](=O)[O-]
#4 CCOC(=O)[C@@H]1[C@H]2COc3cc(OC)ccc3[C@@H]2N2C(=O)N(c3ccccc3)C(=O)[C@]12C
#5 CC(C)(C)c1cc(CN2CCCCC2)cc(C(C)(C)C)c1O
#6 COc1ccc(NC(=O)CSc2nnc(-c3cccc(O)c3)o2)cc1
#7 Cn1cnnc1-c1cccc(NS(=O)(=O)c2ccc(N3CCCC3=O)cc2)c1
#8 COc1ccc(/C(C)=N/NC(=O)c2ccccc2OCc2ccccc2)c(OC)c1
#9 CCNC(=O)C(=O)NCC1CCCN1S(=O)(=O)c1cccs1 (centres undefined)
#10 CCCN1Cc2cccc(C(=O)NC(CC(=O)OCC)c3ccc(C)cc3)c2C1=O (centres undefined)
Compound	1	2	3	4	5	6	7	8	9	10
tim10-1 inh	7	15	11	10	2	-16	9	19	10	26
mIAP act	0.97	1.1	0.87	1.1	0.87	1	1	0.92	0.94	0.93
NALP3 yeast inh	12	-12	10	2	5	8	7	17	-4	14
hIAP act	1	1.1	0.95	0.93	0.96	1.1	1	0.92	0.81	0.79
mIAP inh	2	-14	13	-8	13	0	-2	8	6	7
Apaf1 inhib	15	21	1	8	5	2	-10	14	3	21
ATG4B inh	-16	6	3	-3	·	6	-10	8	-5	5
TIM10 inh	26	-3	8	19	-10	-6	-4	11	4	40
hIAP block	-4	-6	5	7	4	-14	0	8	19	22

#11 CCOC(=O)C1=C(C)N=c2s/c(=C\c3ccncc3)c(=O)n2C1c1ccc2c(c1)OCO2 (centres undefined)
#12 CCOCCn1c(=O)c2c(nc3n2CCCN3CCc2ccccc2)n(C)c1=O
#13 Cc1nn(CC#N)c(=O)n1-c1ccc(C(C)C)cc1
#14 COc1ccccc1N(C(=O)c1ccco1)C(C(=O)NC1CCCC1)c1ccc(N2CCOCC2)cc1 (centres undefined)
#15 C/C(=N\Nc1ccc(Cl)c(C(=O)O)c1)c1ccc[nH]1
#16 CC(=O)Nc1sc2c(c1C#N)CCC2
#17 O=S(=O)(c1cccc(-c2nnc(-c3ccc(Br)cc3)o2)c1)N1CCCCCC1
#18 CCOc1cc(C(=O)NCc2ccccc2)ccc1OCC(=O)N1CCCCC1
#19 CCOC(=O)/C=C1\CC(C(=O)OCC)Oc2c(OC)cccc21 (centres undefined)
#20 O=C(N/C(=C\c1ccc([N+](=O)[O-])cc1)C(=O)N1CCCCC1)c1ccc(Br)o1
Compound	11	12	13	14	15	16	17	18	19	20
tim10-1 inh	40	8	21	4	-16	-1	16	2	15	16
mIAP act	0.91	1	1.1	0.92	0.86	0.98	0.86	1	0.96	0.95
NALP3 yeast inh	11	16	12	18	2	-18	-1	10	·	15
hIAP act	1	1.1	1.1	1	1.1	0.92	0.89	0.92	·	0.96
mIAP inh	9	-3	-7	8	14	2	14	-4	4	5
Apaf1 inhib	6	8	-3	-18	-7	-1	18	2	16	13
ATG4B inh	0	-8	-2	-6	19	-7	-2	0	-3	-9
TIM10 inh	23	13	-14	16	-13	4	1	-6	-1	0
hIAP block	-3	-12	-12	-2	-12	8	11	8	·	4

Structures listed so far that contain a thiophene ring, fused or not (two):
#9 CCNC(=O)C(=O)NCC1CCCN1S(=O)(=O)c1cccs1 (centres undefined)
#16 CC(=O)Nc1sc2c(c1C#N)CCC2
Compound	9	16
tim10-1 inh	10	-1
mIAP act	0.94	0.98
NALP3 yeast inh	-4	-18
hIAP act	0.81	0.92
mIAP inh	6	2
Apaf1 inhib	3	-1
ATG4B inh	-5	-7
TIM10 inh	4	4
hIAP block	19	8

Next structures follow.
#21 Cc1ccc(Cl)cc1NC(=S)Nn1cnnc1
#22 CCN(CC)C(=O)COc1ccc2c(-c3ccccc3)cc(=O)oc2c1
#23 CCN(c1ccc(NC(=O)COC(=O)/C=C/c2ccco2)cc1)C(C)C
#24 CC(C)CCn1c(COc2ccccc2)nn(CCC#N)c1=S
#25 COC(=O)Nc1ccc(S(=O)(=O)Nc2ccc(O)cc2)cc1
#26 N=C1c2ccccc2CN1NC(=O)CC12CC3CC(CC(C3)C1)C2
#27 Cc1oc2c(C)c(O)ccc2c(=O)c1-c1ccc2ccccc2n1
#28 O=C(CSc1nnc(-c2ccncc2)n1Cc1ccccc1)Nc1nccs1
#29 COC(=O)c1ccc(COc2ccc(C#N)cc2)o1
#30 COc1cc(N)c(Cl)cc1C(=O)OCC(=O)NCC1CCCO1 (centres undefined)
Compound	21	22	23	24	25	26	27	28	29	30
tim10-1 inh	-12	17	13	9	3	7	8	8	-5	1
mIAP act	0.92	1	0.88	0.97	0.88	1.1	1	0.9	1	1
NALP3 yeast inh	14	27	25	13	3	18	-3	8	37	5
hIAP act	0.85	0.84	0.98	1.2	1.1	1.2	0.91	0.91	0.93	1.1
mIAP inh	8	0	12	3	12	-7	0	10	0	-2
Apaf1 inhib	-1	5	4	15	-6	3	-19	4	-12	-9
ATG4B inh	2	7	-2	17	-2	8	-4	-13	-7	1
TIM10 inh	8	-8	-1	-17	7	22	2	0	-11	1
hIAP block	15	16	2	-20	-5	-23	9	9	7	-12

From entry 29 as far as 30, copied from above:
#29 COC(=O)c1ccc(COc2ccc(C#N)cc2)o1
#30 COc1cc(N)c(Cl)cc1C(=O)OCC(=O)NCC1CCCO1 (centres undefined)
Compound	29	30
tim10-1 inh	-5	1
mIAP act	1	1
NALP3 yeast inh	37	5
hIAP act	0.93	1.1
mIAP inh	0	-2
Apaf1 inhib	-12	-9
ATG4B inh	-7	1
TIM10 inh	-11	1
hIAP block	7	-12

Further results
#31 Cc1ccc(NS(=O)(=O)c2cc(NC(=O)c3ccc4c(c3)NC(=O)CS4)ccc2Cl)c(C)c1
#32 O=C(N/N=C/c1cccc2ccccc12)c1cccnc1
#33 O=C(NCC1CCCO1)c1ccc2c(=O)n(CCc3ccccc3)c(=O)[nH]c2c1 (centres undefined)
#34 O=C(COC(=O)/C=C/c1cccc(Br)c1)NC1CCCCC1
#35 CCC(C)c1ccc(S(=O)(=O)N2CC(=O)Nc3ccccc32)cc1 (centres undefined)
#36 CC1CCN(C(=O)C2CCN(S(=O)(=O)c3ccc4c(c3)CC(C)N4C(=O)C3CC3)CC2)CC1 (centres undefined)
#37 Cc1sc2nc(SCC(=O)NCCOCCO)n(C)c(=O)c2c1C
#38 CC(=O)Nc1ccc(C(=S)NCCCO)cc1
#39 COc1ccc(CC(=O)Nc2c3c(nn2-c2cccc(C)c2C)CS(=O)C3)cc1OC (centres undefined)
#40 CCOC(=O)C1CCN(Cc2ccccc2C)CC1
Compound	31	32	33	34	35	36	37	38	39	40
tim10-1 inh	26	8	23	5	26	24	-15	5	3	11
mIAP act	0.85	1	0.94	1	0.91	1	0.99	1	1	1.1
NALP3 yeast inh	-7	10	26	13	5	4	-2	17	12	12
hIAP act	0.93	0.94	0.89	1	1	0.92	1.1	1.1	0.96	0.8
mIAP inh	14	-2	6	-2	9	-1	1	0	-2	-7
Apaf1 inhib	-7	5	9	2	7	4	-12	1	3	-6
ATG4B inh	-16	-29	-6	-4	-7	7	-3	-2	-2	-2
TIM10 inh	26	-12	11	-2	14	5	-5	7	10	9
hIAP block	7	6	11	0	-4	8	-11	-12	4	20

#41 CC(=O)Nc1ccc(C(=O)NCCc2ccccc2)cc1
#42 Cc1ccc(OCC(=O)NC2=NCCS2)cc1
#43 O=C(O)c1ccccc1CSC1=NCCS1
#44 COc1ccc(CN(C(=O)c2cc3ccccc3oc2=O)C2CCS(=O)(=O)C2)cc1 (centres undefined)
#45 CC1=NN(c2ccccc2)C(=O)C1=C(C)C
#46 Cc1c(C(C)(C)C)c(C=S)n2ccccc12
#47 Cc1cccc(NC(=O)CSc2c3c(nc4ccccc24)CCC3)n1
#48 COCCn1c(=NC(=O)CCS(=O)(=O)c2ccccc2)sc2cc(C(=O)OC)ccc21
#49 COc1ccc(CC(=O)NCc2cccs2)cc1OC
#50 Nc1cc(=O)[nH]c(SCC(=O)Nc2ccc(S(=O)(=O)N3CCCC3)cc2)n1
#51 CCOC(=O)c1cc(-c2ccccc2)nn1CC1CC(c2ccc(Cl)cc2)=NO1 (centres undefined)
Compound	41	42	43	44	45	46	47	48	49	50	51
tim10-1 inh	11	15	0	23	23	26	24	1	0	-6	39
mIAP act	1	1.1	0.95	1	0.91	0.98	1	0.86	0.97	0.9	1
NALP3 yeast inh	8	22	17	19	-23	3	12	13	-3	8	28
hIAP act	1.1	1.1	0.87	0.93	1.1	0.98	0.9	1	1	1.1	1.1
mIAP inh	-3	-10	5	-4	9	2	-1	14	2	10	-1
Apaf1 inhib	-6	-4	-2	-7	38	0	-4	-8	11	2	16
ATG4B inh	-13	4	-2	2	-12	-1	3	-3	4	-7	6
TIM10 inh	-9	-5	3	11	15	9	14	-1	15	4	6
hIAP block	-9	-7	13	7	-12	2	10	-2	-4	-12	-12

Some of the entries above in a different format:
The line under a structure holds: tim10-1 inh | mIAP act | NALP3 yeast inh | hIAP act | mIAP inh | Apaf1 inhib | ATG4B inh | TIM10 inh | hIAP block
51: CCOC(=O)c1cc(-c2ccccc2)nn1CC1CC(c2ccc(Cl)cc2)=NO1 (centres undefined)
    39 | 1 | 28 | 1.1 | -1 | 16 | 6 | 6 | -12
46: Cc1c(C(C)(C)C)c(C=S)n2ccccc12
    26 | 0.98 | 3 | 0.98 | 2 | 0 | -1 | 9 | 2
